# Tau fibril ThT: blocks human tau fibril formation measured by thioflavin T. recombinant tau K18 P301L, heparin-induced fibrillization, ThT fluorescence. Potency, µM (titrated, usually from 57.4 µM), for inactives: at the top dose activity, negative = inhibition, most hits filed as inhibitors. 2.1% of 270,000 active; note: % is set by controls: 0 for no effect and ±100 for the full control effect; nearly all actives have a fitted effect of over 55% in size
# Target sequence (P10636 561-689 P618L limits assumed): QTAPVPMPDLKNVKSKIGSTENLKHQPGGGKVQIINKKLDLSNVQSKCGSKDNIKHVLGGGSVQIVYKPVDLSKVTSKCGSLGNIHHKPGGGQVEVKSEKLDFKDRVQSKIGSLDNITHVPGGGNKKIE
#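 K18 P301L tau (15 uM + 0.24 uM Alexa 594-tagged), heparin 20 uM, NaOAc pH 7, 6 h 37 C; ThT 30 uM, 1 h RT, ex 450/em 510 nm.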
# GAA inhib: inhibitors of human lysosomal alpha-glucosidase. P10253. purified human GAA, 4-MU-alpha-glucoside fluorescence. Potency, µM (doses to about 76.9 µM), without a hit: top-dose activity change, negative = inhibition, most hits filed as inhibitors. 0.005% of 200,000 active. AID 1466;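 note: plate controls were uninhibited enzyme wells for no effect and no-enzyme background for full effect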
#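 Activity normalized between no-enzyme (basal) and enzyme-only wells. Conditions: 4 nM human enzyme, 400 uM fluorogenic substrate, citrate/phosphate pH 5.0 with Tween-20, 20 min room temperature, compounds up to 77 uM.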
# HTT ATP protect: cytoprotection in Huntington HTT-Q103 PC12 cell model; 0.14% of 230,000 active; PC12 HTT-Q103 induced, cytoprotection, ATP luminescence, 40 h; AID 1471; Potency, µM (series often up to 56.4 µM), inactives show cytoprotection (ATP increase), actives largely listed as activators;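 note: % of control where 0% means no effect; nearly all actives have a fitted effect of over 45% in size; toxic huntingtin expression switched on by the ecdysone agonist tebufenozide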
#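 Huntington model: PC12 line, ecdysone-inducible HTTQ103 exon1–GFP, tebufenozide 100 nM. Test articles in a dose series. Endpoint luminescence from cellular ATP.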
# aGal spleen mod: inhibits or activates alpha-galactosidase in human spleen homogenate | human spleen homogenate, 4MU-alpha-Gal fluorescence, 40 min | Potency, µM (top dose mostly 80 µM), for the others: top-dose activity change, negative = inhibition, usual class: inhibitors | 0.008% of 240,000 active;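 note: 0% = enzyme with vehicle and -100% = no enzyme basal signal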
# Target sequence (P06280 32-429 limits assumed): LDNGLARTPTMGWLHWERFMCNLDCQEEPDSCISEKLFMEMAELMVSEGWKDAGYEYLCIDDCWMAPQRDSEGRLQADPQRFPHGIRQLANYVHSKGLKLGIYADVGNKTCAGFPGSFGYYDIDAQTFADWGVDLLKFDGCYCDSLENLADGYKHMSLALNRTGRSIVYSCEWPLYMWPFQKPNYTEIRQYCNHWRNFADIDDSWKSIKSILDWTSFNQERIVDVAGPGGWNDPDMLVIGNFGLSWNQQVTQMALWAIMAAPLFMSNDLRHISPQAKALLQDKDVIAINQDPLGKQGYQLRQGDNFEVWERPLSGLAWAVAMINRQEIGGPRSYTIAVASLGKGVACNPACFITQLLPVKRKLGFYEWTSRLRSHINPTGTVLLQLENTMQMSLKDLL
#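 Human spleen homogenate (1 ug) as enzyme source, 4-methylumbelliferyl-alpha-D-galactopyranoside 1 mM final, citrate/phosphate pH 5.0 with 0.01% Tween-20. Compounds 40 min at 37C, NaOH/glycine stop; fluorescence Ex 365/Em 440, Hill-fit AC50.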
# GAA spleen mod: inhibits or activates alpha-glucosidase in human spleen homogenate; P10253; human spleen homogenate, 4-MU-alpha-glucoside fluorescence; 0.006% of 240,000 active; Potency, µM (top dose mostly 79.9 µM), for inactives: at the highest dose activity change, negative = inhibition, hits mostly inhibitors;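 note: 0% = enzyme with vehicle and -100% = no enzyme basal signal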
#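 Enzyme source: human spleen homogenate, 1 ug/well. Buffer 50 mM citric acid/K phosphate pH 5.0, 0.01% Tween-20. 4-MU-alpha-glucoside 1 mM; 37 C x 40 min; NaOH/glycine stop; fluorescence.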
# GAA glycogen mod: alters human alpha-glucosidase cleavage of glycogen | P10253 | recombinant GAA, glycogen substrate, Amplex Red glucose oxidase fluorescence | Potency, µM (highest dose often 76.4 µM), for inactives: top-dose activity change, negative = inhibition, actives largely listed as inhibitors | 0.38% of 300,000 active | AID 2100;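 note: 0% = full enzyme reaction and -100% = no-enzyme basal signal; the screen sought inhibitors and activators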
#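 qHTS, 1536-well; enzyme 4 nM final; cpd up to 77 uM; substrate bovine liver glycogen 30 ug; 50 mM citrate/phosphate pH 5.0, 0.01% Tween-20; 37 C, 40 min; Amplex Red detection 45 min RT; Hill fit → AC50.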
# Tau fibril FP: tau fibrillization inhibition (FP) | P10636 | Potency, µM (highest dose often 57.7 µM), for inactives: at the highest dose activity, negative = inhibition, hits mostly inhibitors | K18 P301L tau heparin fibrillization, Alexa594 FP, 6 h | 0.39% of 280,000 active; note: % is set by controls: 0 for no effect and ±100 for the full control effect; nearly all actives have a fitted effect of over 55% in size
#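 Recombinant K18 P301L […], labeled with Alexa 594 at 0.24 uM over 15 uM unlabeled; heparin inducer 20 uM final; 37 C, 6 hr; FP endpoint.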
# Tau fluor counter: counter-screen for tau fibril formation inhibitors | Potency, µM (titrated, usually from 57.7 µM), for inactives: top-dose activity change, negative = decrease | tau K18 P301L Alexa594 fluorescence, heparin fibrillization | AID 1463 | 0.93% of 280,000 active; note: % is set by controls: 0 for no effect and ±100 for the full control effect; nearly all actives have a fitted effect of over 55% in size
#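 Human tau K18 P301L (15 uM unlabeled, 0.24 uM Alexa 594-labeled) in 100 mM sodium acetate pH 7 with 20 uM heparin, 6 hr at 37 C. ThT 30 uM added, 1 hr ambient; Alexa 594 FP and total fluorescence read at 555/632 nm.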
# The depositor's hits bear a star; ? = inconclusive; . = no result given; [ ] = dose if it differs, or a comment. Calls come from the whole dose curve; as a rule, active = well fitted curve in the direction sought with a large enough effect; inconclusive = small, poorly fitted or top-dose-only effect, or another doubt; inactive = no such curve, though single readings can be large; an effect the other way counts as inactive or inconclusive. Potency is the fitted concentration of half-maximal effect.
item	SMILES	Tau fibril ThT	GAA inhib	HTT ATP protect	aGal spleen mod	GAA spleen mod	GAA glycogen mod	Tau fibril FP	Tau fluor counter
1	Cn1cc(CN2CCN(c3ccc(Cl)cn3)CC2)c(-c2ccccc2F)n1	?	-4.0%	-19.8%	9.9%	8.0%	-13.2%	1.5%	-11.8%
2	CCCCn1c(=N)c(C(=O)NC2CCCCC2)cc2c(=O)n3cccc(C)c3nc21	0.1%	.	.	.	.	-11.5%[76.3 µM]	9.1%	-1.9%
3	O=C(NCc1cccs1)Nc1ccc(Cl)cc1	-6.8%	5.3%	9.4%[10 µM]	5.4%	-1.7%	-8.5%	8.1%	-10.2%
4	Fc1ccc(NC(=S)N/N=C/c2ccc(F)c(F)c2)c(F)c1	6.9%	0.5%	-14.0%	-9.8%	-6.5%	13.5%	-6.8%	2.0%
5	CC(C)CC(=O)N1CCN(c2ccc([N+](=O)[O-])cc2Cl)CC1	-16.9%	-2.5%	28.8%[10 µM]	-3.0%	0.3%	1.5%	0.2%	-4.4%
6	CC(C(=O)Nc1ccccc1Br)c1ccc([N+](=O)[O-])cc1 (stereo unspecified)	-8.3%	?	-1.5%[10 µM]	-10.2%	-9.2%	10.8%	-6.0%	-18.3%
7	Cn1ccnc1C(=O)c1cccc([N+](=O)[O-])c1	-3.8%	-4.7%	-4.0%[10 µM]	1.4%	-4.3%	19.4%	7.5%	-0.6%
8	Fc1ccc(-c2cc(-c3cccs3)cc(-c3ccccc3)n2)cc1	-12.0%	.	28.5%[10 µM]	-0.9%	-2.3%	3.3%	?	-26.1%
9	CCOc1cc(NS(C)(=O)=O)c(OCC)cc1NC(=O)c1cccs1	-13.6%	-2.8%	-8.7%	6.9%	0.2%	-11.5%	-5.1%	-12.2%
10	O=C(CCNC(=O)Cn1ccc2ccccc2c1=O)NCc1ccc(F)cc1Cl	-3.2%	0.6%	-47.0%[inhibitor]	0.0%	5.2%	3.1%	-6.7%	-6.4%
11	COc1cccc(C2C(C(N)=O)=C(C)Nc3nc(CCCO)nn32)c1OC (stereo unspecified)	-8.2%	2.9%	12.3%[10 µM]	8.7%	2.1%	-9.9%	2.6%	-1.6%
12	CCOC(=O)c1ccccc1NC(=O)CSc1cn(CC(=O)N2CCCCC2)c2ccccc12	-6.9%	.	.	.	.	11.5%[76.3 µM]	-8.0%	-10.5%
13	Cn1c(=O)c2c(nc(Cc3ccccc3)n2C)n(C)c1=O	2.5%	-2.9%	6.0%[10 µM]	-7.0%	-0.6%	9.8%	-3.5%	1.5%
14	COc1cc(C(=O)OCc2ccc(C)cc2)cc(NC(=O)c2cccs2)c1OC	-9.5%	3.1%	.	-4.9%	-5.4%	-0.6%	4.0%	-7.4%
15	COC(=O)/C=C(\C)NC(=O)c1cccs1	-10.4%	-5.5%	-4.5%	-11.4%	-11.0%	4.3%	5.1%	2.9%
16	O=[N+]([O-])c1ccc(Cl)c(/C=N/N2CCN(C3c4ccccc4-c4ccccc43)CC2)c1	-0.7%	-4.6%	13.6%	4.5%	-3.8%	0.0%	-1.2%	-7.0%
17	O=C(CSc1nnc(-c2ccc(Cl)cc2)n1CC1CCCO1)NC1CCS(=O)(=O)C1 (stereo unspecified)	-1.0%	1.6%	-9.9%	-3.7%	2.3%	-1.8%	-5.7%	-3.1%
18	CCCCC(C(=O)O)C(C)CC(=O)Nc1cccc(C(=O)O)c1 (stereo unspecified)	-4.3%	-4.2%	-3.7%	2.1%	5.1%	14.9%	-1.2%	-6.0%
19	COc1ccc(NC(=O)c2ccc(S(=O)(=O)N3CCOCC3)cc2)c(OC)c1	-4.7%	3.8%	1.4%[10 µM]	-3.7%	-14.4%	0.6%	-1.6%	-12.5%
20	COC(=O)c1cc(NC(=O)CN(c2ccccc2)S(=O)(=O)N(C)C)ccc1Cl	-16.0%	.	.	.	.	-10.2%[76.3 µM]	-14.8%	?
21	O=C(O)c1ccccc1-c1ccccc1C(=O)NNc1ccc([N+](=O)[O-])cc1	.	.	10.4%[10 µM]	9.0%	-0.7%	-29.9%	1.7%	14.0%
22	CC(C)OC(=O)CCCN1C(=O)c2ccc(N)cc2C1=O	-7.3%	-1.6%	-19.6%[0.074 µM]	1.5%	-0.1%	-6.0%	?	-2.8%
23	O=C(NCc1ccccc1Cl)c1ccccc1CCc1ccccc1	-2.3%	7.6%	-15.8%[10 µM]	0.6%	-9.0%	4.2%	-1.7%	-2.4%
24	COc1ccc(S(=O)CC(=O)Nc2ccc(Cl)cc2Cl)cc1 (stereo unspecified)	-1.4%	-0.1%	-5.9%[10 µM]	-3.1%	1.2%	22.4%	-1.1%	4.7%
25	O=C(Nc1ccc(C(F)(F)F)cc1)N1CCC(N2CCCCC2)CC1	22.2%	.	.	.	.	-8.3%[76.3 µM]	0.8%	12.9%
26	CC(C)(C)c1ccc(C(=O)N2CCCCCC2=O)cc1	-0.1%	-0.4%	-10.8%[10 µM]	-1.2%	4.1%	-7.1%	8.2%	3.0%
27	COc1ccc(S(=O)(=O)N(CCO)c2ccccc2CN(C)CC=Cc2ccc(Cl)cc2)cc1	-17.2%	.	-210.1%[inhibitor]	-4.8%	7.7%	.	-1.3%	-21.8%
28	O=C(N/N=C/c1cccn1-c1ccc([N+](=O)[O-])cc1)c1cccnc1	.	.	-29.3%[10 µM]	3.1%	-0.3%	2.6%	-6.6%[0.0958 µM]	-3.6%[0.0958 µM]
29	O=C(Cn1cccc1C(=O)c1ccccc1)NCc1ccco1	0.8%	.	0.7%	1.2%	-2.9%	9.8%	-6.1%	-3.5%
30	COC(=O)c1sccc1-n1cccc1C(=O)C(=O)N1CC(C)OC(C)C1 (stereo unspecified)	-7.9%	-0.8%	14.7%	-3.9%	-6.3%	1.2%	-3.7%	-5.1%
31	Cn1c(=O)[nH]c(=O)c2c1nc(CN1CCN(c3ccccc3F)CC1)n2CC(N)=O	-2.3%	-0.4%	6.5%[10 µM]	-15.1%	-9.8%	4.0%	0.9%	2.6%
32	CCCCCOc1ccc(C(=O)N(Cc2ccco2)C2CCS(=O)(=O)C2)cc1 (stereo unspecified)	-4.2%	?	-32.7%	-7.6%	-7.1%	-17.9%	12.0%	3.3%
33	COc1c(/C=N/NC(=O)[C@H]2C[C@@H]2c2ccccc2)c(CCN(C)C(C)=O)cc2c1OCO2	-1.5%	.	6.8%[10 µM]	14.7%	-1.6%	2.3%	12.3%	0.5%
34	Cc1c(NC(=O)/C(C#N)=C/C2CC=CCC2)c(=O)n(-c2ccccc2)n1C (stereo unspecified)	-6.7%	-11.0%	-17.9%	-4.2%	-13.7%	0.5%	1.0%	-3.1%
35	Cc1cc(C)nc(N2CCCC(C(=O)NC3CCCC3)C2)n1 (stereo unspecified)	9.5%	?	-12.5%	1.5%	0.2%	3.9%	7.4%	9.9%
36	CC(C)C(=O)Nc1sc2c(c1-c1nc3ccccc3[nH]1)CCCC2	?	?	-16.6%	28.4%	0.9%	-13.3%	9.8%	?
37	CCOC(=O)c1[nH]c(C)c(C(=O)N2CCN(c3cccc(Cl)c3)CC2)c1C	-16.4%	?	3.0%[1.9 µM]	1.7%	-22.5%	-7.1%	10.1%	-7.6%
38	COCCNC(=O)/C(C#N)=C/c1c(F)cccc1Cl	-11.5%	1.8%	13.8%	-9.7%	1.2%	0.1%	2.0%	1.2%
39	CSc1ncc(Cl)c(C(=O)N(Cc2ccc(C(C)C)cc2)C2CCS(=O)(=O)C2)n1 (stereo unspecified)	-14.0%	.	.	.	.	-4.4%[76.3 µM]	-0.2%	-14.6%
40	O=C(O)CC(NC(=O)COc1ccccc1)c1cccc([N+](=O)[O-])c1 (stereo unspecified)	0.7%	-3.4%	-10.4%	6.7%	0.3%	-13.4%	2.3%	2.0%
41	COCCNC(=O)Cn1c(=O)n(Cc2ccc(C(=O)NCc3ccco3)cc2)c(=O)c2ccccc21	5.1%	-1.1%	.	-1.5%	3.4%	6.0%	-3.5%	-3.4%
42	COc1cccc(NC2=C(Cl)C(=O)OC2OC(=O)c2ccco2)c1 (stereo unspecified)	?	-4.3%	7.9%	-0.7%	0.0%	15.1%	-6.5%	-24.3%
43	CCOC(=O)c1c(C)[nH]c(C(=O)COC(=O)c2cnc(C)cn2)c1C	-25.4%	-9.8%	-4.2%	10.4%	8.6%	-10.6%	-8.1%	-10.9%
44	Cc1nc2ccccc2n1CC(=O)NCCN1CCCC1	7.0%	0.1%	7.5%[10 µM]	5.8%	-6.3%	-0.7%	8.7%	7.5%
45	CCCCCCCCCCNC(=O)C(=O)Nc1ccccn1	11.6%	-1.6%	19.9%	14.9%	10.0%	-3.8%	1.0%	7.5%
46	COc1ccc(OC)c(-n2c(-c3cc(-c4ccc(F)cc4)n[nH]3)n[nH]c2=S)c1	-18.4%	-4.8%	-25.4%	-1.0%	-3.2%	-19.7%	-4.8%	-14.0%
47	O=C(N/N=C\c1ccc(Cl)s1)C1COc2ccccc2O1 (stereo unspecified)	.	.	-2.5%[10 µM]	6.6%	-9.5%	-7.8%	3.2%	-3.4%

# Full records, quoted from the list. Values in the order: Tau fibril ThT | GAA inhib | HTT ATP protect | aGal spleen mod | GAA spleen mod | GAA glycogen mod | Tau fibril FP | Tau fluor counter
# Entry for Cc1c(NC(=O)/C(C#N)=C/C2CC=CCC2)c(=O)n(-c2ccccc2)n1C (stereo unspecified) → -6.7% | -11.0% | -17.9% | -4.2% | -13.7% | 0.5% | 1.0% | -3.1%
# Entry for CCCCCCCCCCNC(=O)C(=O)Nc1ccccn1 → 11.6% | -1.6% | 19.9% | 14.9% | 10.0% | -3.8% | 1.0% | 7.5%
# Entry for CC(C)C(=O)Nc1sc2c(c1-c1nc3ccccc3[nH]1)CCCC2 → ? | ? | -16.6% | 28.4% | 0.9% | -13.3% | 9.8% | ?
# Entry for COc1c(/C=N/NC(=O)[C@H]2C[C@@H]2c2ccccc2)c(CCN(C)C(C)=O)cc2c1OCO2 → -1.5% | . | 6.8%[10 µM] | 14.7% | -1.6% | 2.3% | 12.3% | 0.5%
# Entry for O=C(O)CC(NC(=O)COc1ccccc1)c1cccc([N+](=O)[O-])c1 (stereo unspecified) → 0.7% | -3.4% | -10.4% | 6.7% | 0.3% | -13.4% | 2.3% | 2.0%
